proKLK7 act = activates the human kallikrein-7 zymogen; P49862; purified proKLK7, EDANS-DABCYL substrate fluorescence; 100% is mature enzyme control, 0% vehicle; activation, % at 7 µM; 370,000 compounds, 0.9% hits; AID 652039;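 active = activation above the mean of all tested compounds plus 3 SD, computed per campaign excluding outliers beyond control limits, cut at about 13% in these data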
ADAM17 inh = ADAM17 inhibition, QFRET primary screen; P78536; recombinant ADAM17, EDANS/DABCYL FRET peptide cleavage; inhibition, % at 6.95 µM; 370,000 compounds, 0.83% hits;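 active = inhibition above the mean of compounds lying between control limits plus 3 SD, set per campaign, cut at about 8.5% in these data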;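 note: 0% = DMSO-only wells as the low control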
ASAP1 GAP inh = blocks human ASAP1-stimulated Arf1 GTP hydrolysis. GDP FP detection. inhibition, % at 16.5 µM. 360,000 compounds, 0.19% hits; in the data active = inhibition above about 25%;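 note: 0% = vehicle with enzyme and substrate and 100% = no enzyme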
PLCb3 inh = blocks human PLC-beta3 enzyme activity; AID 720704; inhibition, % at 12.2 µM; 370,000 compounds, 0.18% hits; Purified PLC-beta3, fluorogenic substrate, fluorescence; in the data active = inhibition above about 11%;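 note: 0% = median of compound wells on plate and 100% = full blocker control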
MBD2 inh = MBD2-methylated oligo binding inhibition; Q9UBB5; inhibition, % at 4.4 µM; 370,000 compounds, 0.31% hits; AID 686964; TR-FRET, MBD2 binding to methylated oligonucleotide; in the data active = inhibition above about 13%
DDE Tn7 FP inh = DD(E)-Tn7 binding inhibition, primary FP screen; 370,000 compounds, 0.13% hits; FP displacement of FITC-Tn7 peptide from fibrin DD(E); 0% = median of compound wells per plate; AID 720508; inhibition, % at 8.3 µM; P02675;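 active = inhibition above the mean of compounds falling within the control limits plus 3 SD of them, cut at about 14% in these data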;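 note: 0% = plate median of compound wells and 100% = 10 µM Aha-Tn7 peptide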
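Assay system: Human fibrin DD(E) protein | Medium: Tris buffer with calcium and detergent, pH 7.8 | Reagent: 0.1 µM fluorescent Tn7 | Compound dosing: Single point at 8.3 µM | Times: 10 min preincubation, 3 h with tracer, room temperature | Detection: Fluorescence polarization of the labelled Tn7 tracer | Controls: Aha-Tn7 high control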
PLC-gamma1 inh = PLC-gamma1 (human) inhibition, primary screen | P19174 | purified PLC-gamma1, fluorogenic substrate, fluorescence | inhibition, % at 12.2 µM | 370,000 compounds, 0.84% hits; in the data active = inhibition above about 9.5%
Target sequence (P19174 whole entry, looked up): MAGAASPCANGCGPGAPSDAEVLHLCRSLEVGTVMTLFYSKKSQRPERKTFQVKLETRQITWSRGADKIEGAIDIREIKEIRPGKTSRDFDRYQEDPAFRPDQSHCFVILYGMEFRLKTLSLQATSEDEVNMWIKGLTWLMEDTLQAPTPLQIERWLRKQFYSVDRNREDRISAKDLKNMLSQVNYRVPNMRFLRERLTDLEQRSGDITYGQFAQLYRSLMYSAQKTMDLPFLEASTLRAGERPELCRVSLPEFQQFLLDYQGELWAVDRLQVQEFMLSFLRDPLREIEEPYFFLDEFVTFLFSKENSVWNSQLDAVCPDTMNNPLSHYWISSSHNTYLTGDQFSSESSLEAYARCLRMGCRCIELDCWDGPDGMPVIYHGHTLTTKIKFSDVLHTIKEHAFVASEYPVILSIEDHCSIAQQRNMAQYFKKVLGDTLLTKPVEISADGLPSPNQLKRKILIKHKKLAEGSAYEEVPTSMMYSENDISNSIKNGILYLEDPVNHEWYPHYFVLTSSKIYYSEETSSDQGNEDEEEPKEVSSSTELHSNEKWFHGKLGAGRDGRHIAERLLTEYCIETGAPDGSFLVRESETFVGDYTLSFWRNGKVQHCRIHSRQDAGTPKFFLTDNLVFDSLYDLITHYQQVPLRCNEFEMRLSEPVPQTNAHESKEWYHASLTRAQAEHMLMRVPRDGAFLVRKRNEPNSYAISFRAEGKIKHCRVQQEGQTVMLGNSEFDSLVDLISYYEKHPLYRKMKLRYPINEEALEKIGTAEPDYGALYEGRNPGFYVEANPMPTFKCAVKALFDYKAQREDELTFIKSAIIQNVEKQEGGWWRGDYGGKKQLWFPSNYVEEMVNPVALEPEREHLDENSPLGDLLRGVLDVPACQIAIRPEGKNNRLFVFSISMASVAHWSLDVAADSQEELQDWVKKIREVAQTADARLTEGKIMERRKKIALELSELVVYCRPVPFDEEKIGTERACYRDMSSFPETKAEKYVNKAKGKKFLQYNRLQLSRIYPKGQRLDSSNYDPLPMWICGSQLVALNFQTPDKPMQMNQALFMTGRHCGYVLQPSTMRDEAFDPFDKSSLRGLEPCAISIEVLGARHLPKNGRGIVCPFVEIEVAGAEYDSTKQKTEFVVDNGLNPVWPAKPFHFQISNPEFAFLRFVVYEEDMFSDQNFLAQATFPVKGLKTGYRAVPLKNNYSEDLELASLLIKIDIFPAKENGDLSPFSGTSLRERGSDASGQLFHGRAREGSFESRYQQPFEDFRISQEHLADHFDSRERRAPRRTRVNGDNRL
UHRF1 binding = blocks human UHRF1 binding to methylated DNA | Q96T88 | UHRF1 binding to methylated oligo, TR-FRET | inhibition, % at 4.4 µM | 370,000 compounds, 0.75% hits; in the data active = inhibition above about 21%;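 note: UHRF1 SRA domain binding a hemimethylated CpG hairpin DNA probe; 0% = median of test compound wells and 100% = reference inhibitor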
Tn6 DDE FP = DD(E)-Tn6 binding inhibition, primary FP screen; inhibition, % at 8.3 µM; P02675; Fibrin DD(E) TRITC-Tn6 fluorescence polarization displacement; AID 720509; 370,000 compounds, 0.21% hits;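 active = inhibition above a per-campaign cutoff: mean of compounds within control limits plus 3 SD, cut at about 15% in these data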;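 note: 0% = median of all compound wells on the plate and 100% = blocking peptide control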
ARFGAP1 inhibitor = rat ARFGAP1 inhibition; Arfgap1-stimulated ARF1 GTP hydrolysis, GDP FP detection; inhibition, % at 16.5 µM; 360,000 compounds, 0.26% hits; AID 651572;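 active = inhibition above a per-plate limit, mean inhibition of low control wells plus 3 SD, cut at about 25% in these data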;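 note: 0% = DMSO wells with enzyme and 100% = wells lacking Arfgap1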
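System: truncated rat Arfgap1 GAP domain / Medium: HEPES-based buffer, pH 7.5 / Also added: N-terminally truncated human ARF1-GTP substrate / Incubation: enzyme reaction 120 min at 25 °C after 20 min preincubation / Measured by: FP of antibody-bound GDP Alexa 633 tracer, ex 620/em 688 nm / Replicates: singlicate, each compound tested once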
The depositor's hits bear a star; i = inactive; x = not tested or not shown. No enrichment for hits; any-hit rate near 4.1%.

structure	proKLK7 act	ADAM17 inh	ASAP1 GAP inh	PLCb3 inh	MBD2 inh	DDE Tn7 FP inh	PLC-gamma1 inh	UHRF1 binding	Tn6 DDE FP	ARFGAP1 inhibitor
COc1ccccc1-c1nnc(NC(=O)C(C)C)s1	0.3	-8	1	1	4	6	0	7	4	12
N#C/C(=C(/O)c1ccc(F)cc1)c1nc2ccccc2s1	0.2	1	-3	-11	-4	3	-15	-1	-7	-2
COC(=O)Cn1ncc(N2C3CC(CC(C)(C)C3)C2C)c(Cl)c1=O (stereo unspecified)	0.4	3	-2	6	1	-5	5	-3	-7	14
O=C(Oc1cc(=O)oc2c1c(=O)n1c3c(cccc23)CC1)c1ccccc1	0.9	-7	1	-44	5	3	-32	-1	-5	-6
Cc1ccc(NC(=O)CCS(=O)(=O)c2cc3c(cc2Cl)NC(=O)CO3)cc1	-0.3	-5	-2	-12	4	8	2	1	1	2
CC1=C(C(=O)Nc2ccccc2)C(c2cccnc2)n2nc(-c3cccnc3)nc2N1 (stereo unspecified)	-0.4	0	11	0	-2	-3	2	-2	4	2
Cc1ccc(NC(=O)NCc2nc3ccccc3n2C)cc1	0.1	-1	4	-5	-3	5	0	-1	0	6
C=C(C)C(=O)N1CC2(CC(c3cccc(NC(=O)/C=C\C=C/C)c3)=NO2)C[C@H]1C(N)=O (stereo partly specified)	-0.1	2	3	-1	2	-9	3	4	5	-1
CCN1CCN(C(=O)CCNC(=O)Cn2cnc3ccccc3c2=O)CC1	-0.6	1	0	-5	2	0	6	2	-4	-4
Nc1c(C(=O)C2CC2)sc2nc3c(cc12)CCC3	1.5	-39	7	i	-2	1	-408	0	2	-7
O=C(CNC(=O)c1ccccc1)OCC(=O)c1ccccc1Cl	0.5	0	5	-3	-5	-1	0	0	0	-9
NC(=O)COc1ccccc1	-0.7	-3	3	5	2	-5	1	1	1	-16
CCOc1ccccc1NC(=O)C1CCCN(S(=O)(=O)c2ccc(OC)c(C)c2)C1 (stereo unspecified)	0.2	-5	-26	1	0	5	0	-1	4	-4
CCOc1cccc2sc(N(CCCN(C)C)C(=O)c3ccc(S(=O)(=O)N4CCCCCC4)cc3)nc12	0.3	-2	-2	-10	5	-8	2	2	0	8
COc1cc2nc(SCC(=O)NCc3ccco3)n(Cc3ccc(Cl)cc3)c(=O)c2cc1OC	-0.1	2	-5	4	1	-2	4	3	-11	2
c1nc(N2CCOCC2)c2c3c(sc2n1)CCCC3	0.3	-3	-4	-3	3	-1	-1	-1	1	11
OC(CN1CCN(c2cccc(C(F)(F)F)c2)CC1)c1c[nH]c2ccccc12 (stereo unspecified)	0.5	1	-11	0	0	3	-4	-2	-2	0
Cc1cccc(/C=N/NC(=O)c2cc3c(s2)-c2ccccc2CC3)c1	-18	-52	5	-119	1	4	-93	-5	-4	-4
CC(C)CCNCC(=O)NC(c1ccccc1)c1ccccc1	0.1	0	-10	-6	7	6	1	4	-8	-2
Cc1ccc(S(=O)(=O)N2CCN(S(C)(=O)=O)CC2)cc1	-0.2	-7	15	0	5	1	1	4	2	-5
COc1ccccc1NS(=O)(=O)c1cc2c(cc1C)NC(=O)CO2	-0.4	-4	15	0	3	-2	3	2	-2	51*
C(=N\n1cnnc1)/c1cccs1	-0.2	-1	8	1	-3	6	3	0	-7	-2
COc1ccccc1N1CCN(Cc2cc3c(cc2Br)OCCO3)CC1	0.2	2	-2	-4	4	-1	2	-2	5	4
CCOC(=O)N1CCN(C(=O)Cn2cc3c(n2)CCCC3)CC1	0.1	-3	10	2	-5	-7	0	-2	5	-2
CCOc1ccc(CN2C(=O)c3ccccc3C2=O)cc1C(=O)O	-0.2	-1	3	-2	-2	2	5	0	-7	7
O=C(N[C@@H]1C/C=C\C[C@H](CC(=O)N(CCO)Cc2ccccc2)C(=O)N[C@@H](Cc2c[nH]c3ccccc23)COC1=O)OCC1c2ccccc2-c2ccccc21	0.0	2	7	3	-2	-10	-1	-2	-1	4
CCc1ccc(C2=NN(CCC(=O)NCc3cccs3)C(=O)CC2)cc1	0.3	-3	7	-9	-2	-4	1	-3	0	-11
O=C1C(Cl)=C(N2CCCCCC2)C(=O)N1c1ccc(Cl)cc1	0.3	-1	3	-16	1	-3	-6	0	-5	-11
Cc1nnc(NC(=O)CN2C(=O)c3ccccc3S2(=O)=O)s1	-0.4	-1	10	0	2	-3	-1	1	0	-11
O=C(Nc1cccc(S(=O)(=O)N2CCCCCC2)c1)c1cc(=O)c2ccccc2o1	0.0	-2	12	0	-4	1	1	1	-9	7
CC(=O)Nc1ccc(NS(=O)(=O)c2cc([N+](=O)[O-])ccc2C)cc1	-0.5	0	0	-3	6	0	1	4	6	-1
CCCCc1c(C)nc2cc(-c3ccco3)[nH]n2c1=O	-0.9	-14	-5	-7	4	1	-7	4	-2	4
CN(C)S(=O)(=O)c1ccc(C(=O)NCC(c2cccs2)N2CCOCC2)cc1 (stereo unspecified)	-0.5	-1	2	-3	0	4	-1	1	1	6
CS(=O)(=O)N1CCC(C(=O)N2CCN(c3cccc(Cl)c3)CC2)CC1	-0.2	1	-5	0	0	1	3	-3	-1	-10
COC(=O)[C@@H](NC(=O)NCc1cccc(OC)c1)C(C)C	-6.1	-5	2	1	-3	2	-3	1	9	4
C[C@@]12C(=O)N(c3cccc(F)c3)C(=O)N1[C@H](c1ccc(Cl)cc1)[C@@H]1C(=O)N(C3CCCCC3)C(=O)[C@@H]12	0.2	1	4	4	-6	1	1	4	-5	-9
CCN(CC)Cc1csc(C(N)=O)c1	-0.6	-3	-7	3	7	-2	-1	3	3	-1
CCCc1cc(=O)oc2cc(C)cc(OC(C)C(=O)NCc3ccncc3)c12 (stereo unspecified)	7.5	-140	2	-232	-4	0	-148	0	-10	-1
O=C1S/C(=C\c2ccc(N3CCOCC3)o2)C(=O)N1c1ccccc1	0.0	0	5	-38	-4	2	-24	-2	6	-3
Cc1ccc(N(C(=O)CNC(=O)c2ccco2)C(C(=O)NC2CCCCC2)c2cccnc2)c(C)c1 (stereo unspecified)	0.0	-1	6	-3	-3	1	-1	0	-1	4
CCCCc1c(O)nc(SCC(=O)NCCc2ccc(OC)c(OC)c2)[nH]c1=O	0.5	-5	-7	-3	-2	0	0	0	-5	-1
CC1(Cc2ccccc2OC(F)(F)F)C(=O)Nc2ccc(S(=O)(=O)NC3CCCCC3)cc21 (stereo unspecified)	-0.1	6	-2	-1	1	2	-1	2	-3	5
Cc1nc(C)c(NC(=O)N2CCc3ccccc32)cc1NC(=O)N1CCc2ccccc21	0.3	-2	1	1	0	0	0	-1	-3	7
C=CCn1c(O)c(CN2CCN(Cc3ccccc3)CC2)c(C)c(C#N)c1=O	1.4	-23	-2	-23	-4	-2	-19	-9	3	12
O=C(NCc1ccccc1)[C@H]1CCCN1C(=O)[C@H]1CCCN1C(=O)C1CCCCC1	1.3	-1	-1	4	-4	0	2	-1	-3	2
COC(=O)c1ccc(N/C=C/C(=O)c2ccccc2)cc1	-0.1	-4	-5	-10	4	9	-5	3	-4	-4
Cc1ccc(S(=O)(=O)N(C)CC(=O)NC2CCCC2)cc1	-0.1	-3	-13	-1	-1	-7	-1	5	2	8
CCCn1cc(SCC(=O)NC2CCCC2)c2ccccc21	0.5	0	2	-5	-4	4	3	-4	-3	-5
COc1ccc(CN2C3CCCC2CC(NC(=O)Nc2ccccc2C)C3)cc1 (stereo unspecified)	-0.2	-3	14	5	-6	-11	3	-2	-1	5
COc1ccc2c(c1)c(C(=O)O)c(C)n2-c1ccccc1	0.1	0	-3	-11	-6	7	-2	-1	14	8

Part of the list above in a different format.
> O=C(NCc1ccccc1)[C@H]1CCCN1C(=O)[C@H]1CCCN1C(=O)C1CCCCC1
  proKLK7 act = 1.3; ADAM17 inh = -1; ASAP1 GAP inh = -1; PLCb3 inh = 4; MBD2 inh = -4; DDE Tn7 FP inh = 0; PLC-gamma1 inh = 2; UHRF1 binding = -1; Tn6 DDE FP = -3; ARFGAP1 inhibitor = 2

> COC(=O)c1ccc(N/C=C/C(=O)c2ccccc2)cc1
  proKLK7 act = -0.1; ADAM17 inh = -4; ASAP1 GAP inh = -5; PLCb3 inh = -10; MBD2 inh = 4; DDE Tn7 FP inh = 9; PLC-gamma1 inh = -5; UHRF1 binding = 3; Tn6 DDE FP = -4; ARFGAP1 inhibitor = -4

> Cc1ccc(S(=O)(=O)N(C)CC(=O)NC2CCCC2)cc1
  proKLK7 act = -0.1; ADAM17 inh = -3; ASAP1 GAP inh = -13; PLCb3 inh = -1; MBD2 inh = -1; DDE Tn7 FP inh = -7; PLC-gamma1 inh = -1; UHRF1 binding = 5; Tn6 DDE FP = 2; ARFGAP1 inhibitor = 8

The list continues.
structure	proKLK7 act	ADAM17 inh	ASAP1 GAP inh	PLCb3 inh	MBD2 inh	DDE Tn7 FP inh	PLC-gamma1 inh	UHRF1 binding	Tn6 DDE FP	ARFGAP1 inhibitor
Cc1c[nH]c2cccc(-c3ccccc3)c12	-0.2	-8	x	-15	-6	-3	-8	1	4	x
COc1ccc(N2CCN(C(=O)c3cc([N+](=O)[O-])ccc3N3CCN(CCO)CC3)CC2)cc1	0.2	1	-1	-4	1	-10	3	0	-5	-3
Cc1cccc(NC(=S)NNC(=O)CC(C)O)c1C (stereo unspecified)	0.1	-2	5	1	2	0	3	-2	-3	-9
O=C1OC(Cc2ccccn2)C(O)=C1C1=NCCCN1 (stereo unspecified)	-0.5	-1	-4	1	1	1	-3	2	-1	6
CC(C)(C)NC(=O)NC(=O)CSc1nncs1	0.1	-3	5	-5	5	-5	0	-1	0	-3
Cc1ccc(Nc2c(N)c(=O)oc3ccccc23)cc1	0.1	-5	-1	-5	5	2	-6	1	4	-4
CCN(CC)c1nc2cc(OC)ccc2cc1C#N	-6.2	-37	-15	-64	-3	5	-46	-3	1	0
CCCCOP(=O)(c1ccc(N(C)C)cc1)C(Nc1ccccc1)c1ccccc1 (stereo unspecified)	0.1	6	8	3	-2	7	0	-1	-8	3
Cn1c(SCCc2ccc([N+](=O)[O-])cc2)nccc1=O	0.3	-9	-8	4	3	1	-2	2	-5	-4
COC(=O)[C@@]1(Cc2ccc(F)cc2)[C@H]2c3cc(C(=O)N4CCCC4)n(Cc4ccc(C)c(F)c4F)c3C[C@H]2CN1C(=O)c1ccccc1	1.0	6	-9	-7	-2	4	-4	-2	-2	8
O=C(CSc1nc2ccc(Nc3nc(N4CCOCC4)nc(N4CCOCC4)n3)cc2s1)Nc1ccccc1	-0.2	-4	-1	-3	0	4	1	6	8	0
CC(=O)c1cc(F)c(N2CCN(C(=O)C(C)(C)C)CC2)cc1C	-0.3	4	-1	5	-8	4	6	1	-3	1
CN1CCN(C(=O)c2cc(S(=O)(=O)Nc3ccccc3F)c(Cl)cc2Cl)CC1	0.2	-3	-1	-7	-2	-1	3	9	-2	7
O=C(NCCc1nnc2ccc(NCC3CCCO3)nn12)c1ccccc1 (stereo unspecified)	0.6	-2	8	-7	0	7	-2	-2	4	8
Cc1nc(-c2ccncc2)sc1C(=O)Nc1ccc(Br)cc1	0.0	-4	12	-5	7	1	-2	3	-6	7
